# From PubChem BioAssay
# CHRM5 agonist: CHRM5 agonism in calcium assay. P08912. CHO-K1 hM5 cells, Fluo-8 calcium fluorescence; 0% DMSO wells, 100% maximal acetylcholine response. activation, % at 3 µM. actives 0.19% (n = 360,000). AID 624037;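 active = activation above the run's mean over test compounds plus 3 SD, cut at about 23% in these data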;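 note: signal is peak over basal fluorescence ratio across the kinetic read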
# Target sequence (P08912 whole entry, looked up): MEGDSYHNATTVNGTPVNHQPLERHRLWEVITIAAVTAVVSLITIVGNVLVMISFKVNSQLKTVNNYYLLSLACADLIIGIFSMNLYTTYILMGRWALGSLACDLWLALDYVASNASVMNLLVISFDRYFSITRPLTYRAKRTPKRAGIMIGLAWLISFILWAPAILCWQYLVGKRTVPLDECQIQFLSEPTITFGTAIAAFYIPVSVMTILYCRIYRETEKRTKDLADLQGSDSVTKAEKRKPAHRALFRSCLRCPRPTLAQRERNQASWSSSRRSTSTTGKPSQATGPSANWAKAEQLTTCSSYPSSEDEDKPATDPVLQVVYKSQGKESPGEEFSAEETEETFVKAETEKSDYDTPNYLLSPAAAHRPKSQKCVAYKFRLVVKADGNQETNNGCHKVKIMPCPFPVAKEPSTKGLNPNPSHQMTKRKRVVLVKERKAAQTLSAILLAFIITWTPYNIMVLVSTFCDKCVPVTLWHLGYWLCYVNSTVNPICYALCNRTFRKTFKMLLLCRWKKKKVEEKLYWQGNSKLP
# CHRM5 PAM: positive allosteric modulators of human muscarinic M5 receptor | P08912 | CHO-K1 hM5, Fluo-8 calcium, ACh EC20 PAM; 0% = ACh EC20, 100% = ACh EC100 | activation, % at 3 µM | actives 0.3% (n = 360,000) | AID 624038;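 active = activation above the run cutoff, the mean activation of all test compounds plus 3 SD, cut at about 18% in these data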
#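 System – CHO-K1 hM5 cells · Compound – 3 µM, single dose · Incubation – compound preincubation 140 s before EC20 acetylcholine addition · Technique – Fluo-8 calcium fluorescence · Measure – Max/basal fluorescence ratio as % of EC20–EC100 ACh window · Benchmarks – low control EC20 acetylcholine (0%), high control EC100 acetylcholine (100%) · Replication – singlicate, one well per test compound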
# M4 PAM: potentiates acetylcholine response at human M4 receptor | actives 0.4% (n = 360,000) | AID 624126 | activation, % at 3 µM | P08173 | CHO-K1 hM4/Gqi5, Fluo-8 calcium fluorescence, ACh EC20; 0% = ACh EC20, 100% = maximal ACh;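 active = activation above its plate's cutoff, the mean activation of sample wells plus 3 SD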; note: some results filed as inactive read as strong as hits
# Target sequence (P08173 whole entry, looked up): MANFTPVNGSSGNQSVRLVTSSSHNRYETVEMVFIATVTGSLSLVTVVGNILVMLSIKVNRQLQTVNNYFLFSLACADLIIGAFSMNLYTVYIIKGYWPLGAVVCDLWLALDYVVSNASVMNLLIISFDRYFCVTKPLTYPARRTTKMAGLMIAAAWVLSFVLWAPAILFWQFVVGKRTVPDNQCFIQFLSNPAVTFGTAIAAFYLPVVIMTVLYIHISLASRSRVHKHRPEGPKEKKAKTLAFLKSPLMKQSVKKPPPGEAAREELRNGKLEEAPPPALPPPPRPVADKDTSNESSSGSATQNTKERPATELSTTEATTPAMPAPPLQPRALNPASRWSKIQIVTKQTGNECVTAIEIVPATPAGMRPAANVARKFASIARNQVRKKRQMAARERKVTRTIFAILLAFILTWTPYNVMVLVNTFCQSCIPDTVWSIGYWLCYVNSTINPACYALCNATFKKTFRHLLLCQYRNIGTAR
# CRFR2-BP ag: agonists of human CRF-binding protein/CRF-R2 receptor complex; HEK293 CRF-R2/CRF-BP, calcium dye fluorescence (FLIPR); percent of saturating CRF peptide response; activation, % at 13.2 µM; actives 0.46% (n = 350,000); AID 588473;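 active = activation of at least 50%, plus an integration ratio under a set limit after plate pattern correction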;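 note: plate controls were neutral control wells without compound for no effect and CRF at EC100 for full effect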
# CHRM4 agonist: CHRM4 agonism in calcium assay; activation, % at 3 µM; actives 0.14% (n = 360,000); P08173; CHO-K1 hM4/Gqi5, Fluo-8 calcium fluorescence; vehicle 0%, full acetylcholine response 100%;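 active = activation above the run mean over all test wells plus 3 SD, cut at about 32% in these data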;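 note: peak over basal fluorescence ratio per well then scaled between controls; 0% = DMSO wells and 100% = acetylcholine at EC100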
# IDE inh: cellular human IDE inhibition; HEK cells, FAbetaB cleavage, fluorescence polarization; inhibition, % at 5.59 µM; actives 0.41% (n = 320,000); P14735;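 active = percent inhibition above the average of all tested compounds plus 3 SD, set per screening campaign, cut at about 16% in these data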;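 note: IDE supplied by intact live HEK cells; FP after avidin binding of uncleaved biotin substrate so inhibition keeps polarization high; 0% = DMSO wells and 100% = 60 µM reference IDE inhibitor Ii1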
# CRFR2-BP antag: CRF-BP/CRF-R2 complex antagonism; AID 588475; HEK293 CRF-R2/CRF-BP, CRF-induced calcium fluorescence; inhibition, % at 11.8 µM; actives 0.59% (n = 350,000);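 active = inhibition of the ligand-induced calcium signal above about 50% at the single tested concentration, limit read from the data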
# M4 antag: CHRM4 antagonism in calcium assay. inhibition, % at 3 µM. CHO-hM4 cells, ACh EC80, Fluo-8 calcium fluorescence. actives 0.73% (n = 360,000). P08173;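 active = inhibition above its plate's cutoff, the mean inhibition of sample wells plus 3 SD, cut at about 27% in these data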;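 note: 0% = acetylcholine EC80 with DMSO and 100% = DMSO without agonist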
# CHRM5 antagonist: CHRM5 antagonism in calcium assay; actives 0.59% (n = 360,000); inhibition, % at 3 µM; CHO-hM5 cells, Fluo-8 calcium fluorescence, ACh EC80; P08912; AID 624040;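 active = inhibition above a per-plate cutoff, the mean of that plate's test compounds plus 3 SD, cut at about 27% in these data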;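 note: 0% = acetylcholine EC80 with DMSO and 100% = DMSO without agonist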
# * hit, by the source's call; . = not tested or not shown.
canonical_smiles,CHRM5 agonist,CHRM5 PAM,M4 PAM,CRFR2-BP ag,CHRM4 agonist,IDE inh,CRFR2-BP antag,M4 antag,CHRM5 antagonist
CN(C(=O)COC(=O)c1cc([N+](=O)[O-])ccc1Cl)c1ccccc1,-2.3,-0.1,3.0,-0.1,4.2,3.0,1.2,-7.9,4.9
Cc1cc2oc(=O)cc(CN3CCOCC3)c2c(C)c1Cl,-1.4,0.7,10.9,-4.7,0.3,.,2.4,-11.0,-1.7
Fc1cccc(CSc2nc3ncccc3[nH]2)c1,-3.2,-1.7,-0.2,-1.3,1.6,0.9,-1.7,1.4,2.9
CCOC(=O)c1c(CSc2ccc(C)cc2)oc2ccc(O)cc12,-4.7,-8.6,1.9,-3.1,-0.7,-4.7,-0.5,-8.6,3.6
COc1ccc(CCNC(=S)Nc2cccc(C)c2)cc1,-5.5,-5.1,-0.3,-2.0,0.8,3.4,5.2,7.9,3.3
CN(C(=O)CSc1nc2cc(Cl)ccc2c(=O)n1Cc1ccco1)C1CCS(=O)(=O)C1 (stereo not given),-8.2,7.7,-3.4,1.0,1.5,5.8,-23.6,-21.6,6.7
O=C(CCC1CCCC1)N1CCN(C(=O)C2CC2)CC1,-3.9,0.8,1.6,0.1,0.7,3.7,2.6,1.8,-1.5
O=C(NC1=NCCS1)c1cc(-c2ccccc2)nn1-c1ccccc1,-1.8,-3.8,-5.0,-0.7,-0.4,-6.4,-0.1,13.6,0.1
Cc1cc(C)cc(NC(=O)COC(=O)CCCNC(=O)c2ccc(Cl)cc2)c1,-3.8,2.8,15.4,-1.7,1.1,3.7,-8.0,0.7,-1.6
O=C(Nc1ccccc1Cl)N1CCN(c2ccccn2)CC1,2.3,-1.0,-2.5,-0.5,1.0,-5.9,2.0,7.8,-1.2
O=C(c1ccccc1)C1CCN(C(=O)c2ccc(Cl)cc2)CC1,1.5,-2.4,-5.8,2.7,4.6,2.5,-16.6,-1.8,4.2
CCn1c(=S)sc2c(=O)n(CC(=O)Nc3cc(OC)ccc3OC)c(C)nc21,-2.3,-1.4,1.4,-0.7,2.2,1.4,2.9,-4.8,6.0
CCN(CC)S(=O)(=O)c1ccc(Cl)c(C(=O)OC2CC(C)OC2=O)c1 (stereo not given),1.5,-2.9,6.2,-0.8,5.7,2.7,3.6,-29.2,-0.6
COc1cc(C=CC(=O)c2ccccc2)cc(OC)c1OC,0.5,6.7,6.0,.,2.9,.,.,3.5,1.5
COc1ccc(CCC(=O)Nc2nc3ccccc3[nH]2)cc1OC,0.2,1.3,3.6,-0.7,2.2,-7.2,6.0,-0.1,-5.0
COc1ccccc1C(CNC(=O)c1ccc(C)c(S(=O)(=O)N2CCCCC2)c1)N(C)C (stereo not given),-12.6,-51.0,-16.4,-1.4,0.4,5.0,4.4,51.6*,98.7*
CC(C)(C)OC(=O)N1CCC(C(=O)Nc2ccc(C(=O)N3CCCC3)cc2)CC1,0.1,-4.6,-0.9,1.3,5.5,.,9.2,-22.9,-0.2
CCN1CCc2c(OCC(=O)N3CCCc4ccccc43)cccc2C1=O,0.9,-7.5,-14.2,-0.8,5.4,-2.0,1.5,5.9,7.8
C=CCC1CCCCC12NC(=O)NC2=O (stereo not given),-4.5,-8.4,-1.7,0.5,0.1,2.0,5.1,8.8,5.6
CCN=C1Sc2nc3ccc(OCC)cc3cc2CN1CCOC,-1.7,2.7,-0.4,-4.2,1.5,-7.0,26.9,7.0,0.5
O=C(NCCOc1ccccc1)C1Nc2ccc(OC(F)(F)F)cc2C2C=CCC12 (stereo not given),4.7,5.5,-3.8,3.3,1.5,-1.6,-6.9,11.4,13.1
CCOc1ccc(CC(=O)N2CCC3(CC2)NCCc2[nH]cnc23)cc1,-0.5,-0.2,2.3,-1.5,1.8,-0.6,-0.2,-7.2,5.3
COc1cccc(CN(C)C(=O)CC2C(=O)NCCN2C2Cc3ccccc3C2)c1 (stereo not given),-2.9,9.9,2.0,-2.1,5.2,-3.6,-10.2,-10.4,1.5
COc1ccc(OC)c(S(=O)(=O)N2CCC(C(=O)N(C)Cc3ccccc3)CC2)c1,10.5,-6.3,-7.8,-0.1,5.6,2.3,-5.8,11.1,8.6
Cc1ccc(S(=O)(=O)NC2CCC(C(=O)O)CC2)cc1 (stereo not given),1.1,1.7,15.9,1.8,-0.6,-6.4,8.5,7.6,-2.3
Cc1cc(Cl)ccc1NC(=S)N1CCN(C(=O)C2CCCO2)CC1 (stereo not given),-3.2,3.9,11.1,-0.8,0.6,0.5,-14.1,-2.4,-8.4
Cc1ccc(NC(=O)c2cc(N3C(=O)C=CC3=O)ccc2Cl)cc1C,-0.1,3.3,16.2,4.7,0.7,-1.8,21.5,-12.6,-3.1
C[C@H](CO)N1C[C@H](C)[C@H](CN(C)S(=O)(=O)c2ccc(F)cc2)OCc2cnnn2CCCC1=O,-0.9,2.1,7.2,-1.6,0.7,.,-2.3,-10.7,-6.5
CCOC(=O)C1C(C(C)=O)=C(c2ccccc2)c2ccccc2N1S(=O)(=O)C(F)(F)F (stereo not given),0.1,-1.9,-4.2,-2.2,-1.3,.,-2.5,-1.2,-1.9
O=C(NCc1ccccn1)c1cn(CCc2ccccc2)nn1,-1.7,3.4,3.1,-1.4,1.1,-3.5,0.2,-2.6,0.3
O=C(CNC(=O)c1ccc(S(=O)(=O)N2CCCC2)cc1)N/N=C/c1ccco1,-2.5,-6.3,-0.6,-1.3,1.1,-3.0,-3.6,1.3,6.3
c1coc(Cn2nnnc2CN2CCN(C3CCCCC3)CC2)c1,-10.2,0.8,2.3,-0.4,0.8,-3.7,3.9,-0.7,-3.5
Cc1noc(C)c1CSCC(=O)Oc1ccc(N(C)S(=O)(=O)c2ccc(Cl)cc2)cc1,-1.6,1.1,-8.1,2.0,3.6,-4.2,7.2,4.2,4.5
O=C(c1[nH]c(C(F)(F)F)nc1-c1ccccc1)N1CCN(c2ccccn2)CC1,2.7,2.9,-1.8,.,0.1,.,.,3.3,8.4
O=C(CCOc1ccccc1)NNC(=O)c1ccccc1,-1.8,-8.2,1.8,0.2,0.4,2.7,-2.1,-5.7,14.2
CCOc1ccc(C(=O)N2CCN=C2SC)cc1OCC,-1.1,2.2,15.6,1.7,0.7,1.8,20.6,6.7,-6.5
COC(=O)c1cc(-c2ccc(OC)c(OC)c2)on1,-3.4,6.8,2.4,-1.0,0.7,8.8,21.9,4.1,-2.7
O=C(c1ccccc1)c1ccc(N2CCCC2)cc1,-11.5,-10.5,11.6,-0.8,0.5,6.5,27.4,-8.7,-16.0
COn1c(=O)c(=O)n(OC)c2ccccc21,3.2,-1.8,-1.5,0.5,0.4,-5.8,-1.3,6.1,6.7
COc1ccccc1/C=N/N1C(=O)C2C3C=CC(CC3)C2C1=O (stereo not given),1.8,12.8,5.6,-1.5,0.0,-0.1,0.4,2.0,-6.2
COc1ccc(C(=O)COC(=O)c2cccnc2SC)cc1,-4.2,-0.3,17.4,0.4,1.6,3.7,78.0*,3.2,-8.8
CC(NC(=O)COC(=O)c1ccc(Br)o1)c1ccccc1 (stereo not given),-1.1,-1.6,8.4,-3.6,-0.2,.,1.0,-7.6,2.2
COc1ccccc1N1CCN(C(=O)CCC(=O)Nc2nnc(C(C)C)s2)CC1,-2.4,-6.2,0.7,-0.9,0.9,1.1,3.6,-2.8,2.3
CNCC(O)COc1cccc(OC)c1 (stereo not given),-3.3,13.9,13.8,2.9,2.7,5.9,-9.2,-17.2,-7.0
Cn1c(NCC(O)c2ccccc2)nc2c1c(=O)n(Cc1ccc(Cl)c(Cl)c1)c(=O)n2C (stereo not given),-2.2,1.6,2.1,-0.3,1.6,-3.7,-16.2,1.8,3.8
CN(CC(=O)Nc1ccccc1Cl)C(=O)CSc1nnc(-c2ccco2)o1,3.6,-4.3,-5.3,0.4,1.0,-6.1,10.0,0.9,-2.8
O=C1C(Cl)=C(NC(=O)c2ccccc2)C(=O)C(Cl)=C1NC(=O)c1ccccc1,9.3,10.2,-2.9,-0.5,2.9,1.8,20.2,24.0,25.2
O=C(CSc1ccc(-c2ccc(F)cc2)nn1)Nc1ccc2c(c1)OCCO2,-1.6,-9.1,-8.0,-1.2,9.6,2.7,11.8,1.7,11.1
CC(C#N)(NC(=O)CN1CCN(S(=O)(=O)c2cccc(F)c2)CC1)C1CC1 (stereo not given),-0.5,3.2,8.5,-0.9,2.2,.,13.5,-10.0,-1.9
Cc1c(C(=O)C(=O)NCC2CCCO2)c2ccccc2n1C (stereo not given),4.0,2.9,7.7,0.1,1.8,-0.4,-8.6,2.2,7.0
CCCn1c(N)c(N(CCOC)C(=O)c2ccc(S(=O)(=O)N3CCOCC3)cc2)c(=O)[nH]c1=O,6.0,2.3,3.5,-2.1,0.5,.,2.3,0.8,-6.2
CC(=O)Nc1cccc(Oc2ncnc3scc(-c4ccc(C)cc4)c23)c1,3.2,0.4,-0.6,-0.9,1.6,-0.3,-25.1,-7.4,-8.5
CCS(=O)(=O)N1Cc2cc(C(=O)N(C)C)nc(-c3cccc(-c4ccc(F)cc4)c3)c2[C@H]1CCO,0.0,-5.7,1.5,.,0.8,.,.,-10.9,5.8
COC1CCC2(C)C(=CCC3C4CC(O)CC4(C)CCC32)C1 (stereo not given),2.3,-9.8,-3.7,1.4,9.4,.,-25.9,1.8,13.1
Cc1ccc2c(C)nc(Nc3nc(CSc4nc5ccccc5s4)cc(=O)[nH]3)nc2c1,-6.4,2.8,13.6,1.9,1.3,.,18.9,-2.7,-5.1
Cc1nn(-c2cccc(Cl)c2)c2c1C(c1cccnc1)C(C#N)=C(N)O2 (stereo not given),4.9,16.5,12.0,-1.9,2.5,-4.4,-12.6,-4.3,-2.7
COc1ccc(/C=N/NC(=O)c2ccco2)cc1OCc1ccccc1,0.3,-3.5,-6.9,-3.7,5.7,-2.3,-7.8,-8.1,4.4
CCN(c1cccc(C)c1)S(=O)(=O)c1cccc(C(=O)O)c1,-1.2,2.5,2.2,1.6,0.4,-1.8,-3.1,-2.5,-9.1
COCCNC(=S)Nc1ccc2nc(N3CCOCC3)cc(C)c2c1,-0.8,-1.4,-6.9,-1.2,0.3,2.9,1.6,1.4,3.0
Cc1ccc(C(=O)NCCCn2ccnc2)cn1,0.1,-7.2,-3.7,1.5,1.2,0.6,-1.1,13.4,4.3

# Record cards, as listed above. Values in the order: CHRM5 agonist | CHRM5 PAM | M4 PAM | CRFR2-BP ag | CHRM4 agonist | IDE inh | CRFR2-BP antag | M4 antag | CHRM5 antagonist
# COc1ccc(CCC(=O)Nc2nc3ccccc3[nH]2)cc1OC in the list: 0.2 | 1.3 | 3.6 | -0.7 | 2.2 | -7.2 | 6.0 | -0.1 | -5.0
# Cc1noc(C)c1CSCC(=O)Oc1ccc(N(C)S(=O)(=O)c2ccc(Cl)cc2)cc1 in the list: -1.6 | 1.1 | -8.1 | 2.0 | 3.6 | -4.2 | 7.2 | 4.2 | 4.5

# This is a random part of the collection; any-hit rate near 2.9%.
